Screening data from PubChem BioAssay.
TPT1 inhibitor = inhibitors of Candida albicans tRNA 2'-phosphotransferase TPT1 | recombinant caTPT1, FP RNA substrate dephosphorylation | inhibition, % at 5 µM | actives 0.81% (n = 300,000);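 active = inhibition above the mean of all tested compounds plus 3 SD, set per screening campaign, cut at about 24% in these data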;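 note: plate controls were DMSO alone for no effect and ferristatin control at 100 nM for full effect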
CTSL1 counter = counter-screen for PFM18AAP inhibitors: inhibitors of F. hepatica cathepsin L1. recombinant F. hepatica cathepsin L1, Z-Leu-Arg-MCA fluorescence. inhibition, % at 5.96 µM. actives 0.49% (n = 300,000);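 active = inhibition above the mean of all tested compounds plus 3 SD, set per screening campaign, cut at about 17% in these data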;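 note: 0% = plate median of test compound wells and 100% = 1 µM Z-Phe-Ala-diazomethylketone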
core dimer inh = HCV core protein dimerization inhibition | TR-FRET GST/Flag-core106 dimerization, 1536-well | inhibition, % at 5 µM | actives 0.33% (n = 300,000);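 active = inhibition above the mean of all tested compounds plus 3 SD, set per screening campaign, cut at about 45% in these data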
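test system = GST/Flag-tagged HCV core106 proteins | probe or stimulus = Eu donor and XL665 acceptor anti-tag antibodies | times = compound-protein-antibody incubation 4 h at 22.5 °C | signal = TR-FRET, excitation 340 nm, emission 617 and 671 nm | measure = percent inhibition of core106 dimerization signal | controls = wells lacking GST-core106 and wells with excess unlabelled core106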
JMJD2C inh = human JMJD2C demethylase inhibition. GST-JMJD2C(1-420) H3K9me3 demethylation, DELFIA europium. inhibition, % at 2.35 µM. actives 0.069% (n = 330,000). AID 2099;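 active = more than half of a compound's replicate wells show inhibition beyond 50%, single wells judged on their own value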;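 note: signal counts dimethyl H3K9 product captured on neutravidin plate; 0% = median of DMSO wells and 100% = 0.3 times that DMSO median; strong numbers were not always called active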
PP5 primary = inhibitors of human protein phosphatase 5 (PP5). P53041. purified PP5c, OMFP substrate fluorescence. inhibition, % at 6.7 µM. actives 0.18% (n = 320,000);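 active = inhibition above the campaign's mean inhibition across all tested compounds plus 3 SD, cut at about 9.5% in these data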;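 note: 0% = DMSO only and 100% = 100 µM cantharidin control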
proCasp7 act = activates human procaspase-7, counter-screen for procaspase-3 activators; P55210; recombinant procaspase-7, Ac-DEVD-pNA absorbance 405 nm; D23A/D198A/D206A triple mutant, cannot self-cleave; scale: DMSO 0, 5 µM enzyme 100; activation, % at 8.5 µM; actives 0.093% (n = 330,000); AID 463210;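 active = percent activation above the screen-wide mean plus 3 SD, cut at about 25% in these data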
Target sequence (P55210 whole entry D23A/D198A/D206A): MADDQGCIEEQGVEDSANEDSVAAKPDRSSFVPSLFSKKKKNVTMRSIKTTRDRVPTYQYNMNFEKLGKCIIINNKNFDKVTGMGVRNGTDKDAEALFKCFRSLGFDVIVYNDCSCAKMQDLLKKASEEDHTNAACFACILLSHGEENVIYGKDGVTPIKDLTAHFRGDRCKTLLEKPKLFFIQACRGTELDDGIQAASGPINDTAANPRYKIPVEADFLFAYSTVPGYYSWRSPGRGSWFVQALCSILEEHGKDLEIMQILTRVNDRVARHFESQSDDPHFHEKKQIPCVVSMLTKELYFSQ
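buffer or medium = Zinc-free HEPES/NaCl buffer, pH 7.4 | material = Procaspase-7 triple mutant (PC-7 D3A) | input = 2 µM procaspase-7 mutant as dispensed | signal = Epi-absorbance of released pNA at 405 nm, two timepoints | timing = 1 h preincubation, 2 h reaction | replicates = singlicate compound testing | evaluation = % activation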
Efflux pump inh = blocks antifungal efflux pumps in multiplex yeast assay; S. cerevisiae Candida pump triplex, Nile Red efflux; inhibition, % at 10 µM; actives 0.44% (n = 330,000);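 active = plate passing quality check with inhibition over a set limit, or well fluorescence over plate mean plus 4 SD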;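 note: Nile Red retained in pooled yeast measured as flow cytometry median fluorescence; 0% = buffer negative control and 100% = Enniatin B positive control; higher means more Nile Red kept so more efflux inhibition; some compounds called inactive have numbers as strong as hits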
PP1 inh = PP1-alpha (human) inhibition in PP5 counter-screen | P62136 | purified PP1alpha, OMFP fluorescence | inhibition, % at 6.7 µM | actives 0.9% (n = 320,000) | AID 2235;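 active = inhibition above the mean inhibition of all tested compounds plus 3 SD, computed separately for each screening campaign, cut at about 15% in these data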
Target sequence (P62136 whole entry, looked up): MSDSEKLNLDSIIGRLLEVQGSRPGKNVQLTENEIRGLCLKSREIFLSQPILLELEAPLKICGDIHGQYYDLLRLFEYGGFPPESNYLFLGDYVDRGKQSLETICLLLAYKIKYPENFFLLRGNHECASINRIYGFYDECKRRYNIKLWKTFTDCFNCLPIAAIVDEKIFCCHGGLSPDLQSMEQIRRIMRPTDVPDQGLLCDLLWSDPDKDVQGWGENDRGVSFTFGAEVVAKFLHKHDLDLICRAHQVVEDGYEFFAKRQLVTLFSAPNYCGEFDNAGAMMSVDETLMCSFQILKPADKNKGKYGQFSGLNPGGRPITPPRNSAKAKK
proCasp3 act = procaspase-3 (human) activation | recombinant procaspase-3 D3A, Ac-DEVD-pNA absorbance 405 nm | actives 0.11% (n = 330,000) | activation, % at 8.5 µM | AID 463141;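 active = activation above the mean of all tested compounds plus 3 SD, cut at about 21% in these data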;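 note: 0% = DMSO alone and 100% = DMSO wells spiked with extra 5 µM PC-3 D3A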
Target sequence (P42574 whole entry D9A/D28A/D175A): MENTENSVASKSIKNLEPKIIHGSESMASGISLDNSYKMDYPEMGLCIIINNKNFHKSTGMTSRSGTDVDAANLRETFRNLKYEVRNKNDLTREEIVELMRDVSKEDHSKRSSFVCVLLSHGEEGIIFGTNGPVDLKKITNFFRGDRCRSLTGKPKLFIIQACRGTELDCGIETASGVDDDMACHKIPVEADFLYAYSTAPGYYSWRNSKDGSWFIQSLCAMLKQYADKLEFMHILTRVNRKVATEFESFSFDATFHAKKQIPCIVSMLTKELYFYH
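Assay system – Procaspase-3 D3A mutant, all three cleavage aspartates alanine · Controls – DMSO-only low control, 5 µM PC-3 D3A high control · Schedule – 1 h compound preincubation, 2 h substrate hydrolysis at 25 °C · Signal – 405 nm absorbance of p-nitroaniline, reads at 0 and 120 min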
The depositor's hits bear a star; . = not tested or not shown; & = joins results of further samples.

item	SMILES	TPT1 inhibitor	CTSL1 counter	core dimer inh	JMJD2C inh	PP5 primary	proCasp7 act	Efflux pump inh	PP1 inh	proCasp3 act
1	COc1ccccc1C(=O)NNC(=O)c1ccc(NC(=O)c2ccccc2)cc1	-1	2	0	-5	-3.0	5	0.0	-3	0
2	CC(O)c1cccc(NC2=CC(=O)CC(C)(C)C2)c1 (stereo unspecified)	6	4	-6	3	-0.3	2	0.0	7	3
3	COc1ccc(CCNCc2ccc(OCc3ccccc3)cc2)cc1	-1	-3	-2	-6	-0.6	5	0.0	0	4
4	CCCn1nnc(NC(=O)c2ccc(Br)cc2)n1	2	-1	-5	-2	1.9	-5	0.2	0	-6
5	CCCCC(=O)Nc1ccc(F)c(Cl)c1	0	4	-1	1	-1.1	8	0.2	0	0
6	COc1ccc(N2CCN(S(=O)(=O)CCNS(=O)(=O)c3ccccc3)CC2)cc1	-4	0	-4	19	-1.1	11	-0.1	-2	-2
7	COc1ccc(C(NC(=O)C2C3C=CC(C3)C2C(=O)O)c2ccccc2)cc1 (stereo unspecified)	-2	1	2	4	-0.9	-3	0.0	-1	-4
8	COc1ccc(C(C)=O)cc1CN1CCCCC1	0	2	-3	-5	2.0	15	0.1	-3	8
9	O=c1c2ccccc2n(Cc2cccc(F)c2)c(=O)n1C1CCCC1	-4	3	-1	1	3.9	9	-0.2	3	1
10	COc1ccc(C(=O)CSc2nc(N)nc(SC)c2C#N)cc1	5	-3	27	5	1.7	4	0.3	27*	-12
11	Cc1cc(C)n(-c2ccc(C(=O)OCc3nnc(-c4ccccc4)o3)cc2)n1	-1	-6	11	3	1.7	-1	0.3	-4	1
12	COc1cc(C(=O)NNC(=O)/C=C/c2ccccc2)cc(OC)c1OC	.	.	.	-2	.	-2	-0.2	.	8
13	CC(CNC(=O)c1cc(COc2c(F)cccc2F)on1)c1ccccc1 (stereo unspecified)	-2	-1	9	14	1.6	13	0.1	3	1
14	Cc1cc(NC(=O)c2c(Cl)c(C)nn2C)no1	2	-1	-5	1	-0.7	10	0.1	-6	2
15	O=C(Nc1cccc2[nH]ncc12)NS(=O)(=O)c1ccccc1	-7	2	-4	3	-0.4	-5	-0.1	-3	-3
16	CCOc1ccc(S(=O)(=O)N2CCC(c3ccccc3)CC2)cc1C(=O)O	-3	-2	4	0	1.0	0	0.0	1	10
17	Cn1cc(Cl)c(C(=O)N2CCN(c3ncccn3)CC2)n1	-2	5	2	9	-2.7	2	0.0	1	5
18	COc1cc(C(=O)OC(C)CN2CCOCC2)cc(OC)c1OC (stereo unspecified)	-6&1	-1&1	-5&-2	18&22	3.1&4.1	6&-8	-0.1&0.2	2&-4	-3&4
19	CCCCn1c(N)c(N(CC)C(=O)c2cc(C)cc(C)c2)c(=O)[nH]c1=O	2	12	-14	-19	-4.8	-6	-0.2	-1	-2
20	COc1ccc(-c2nc(N3CCCCCC3)sc2C(=O)c2ccccc2)cc1	-2	1	-60	-4	2.4	-5	0.1	1	-8
21	CN(c1ccc(C(=O)Nc2ccc(S(=O)(=O)N3CCCC3)cc2)cc1)S(C)(=O)=O	-2	-1	-1	1	-1.6	2	-0.1	-3	-4
22	O=C(NCCCN1CCOCC1)c1cccc(S(=O)(=O)Nc2cc(Cl)ccc2Cl)c1	2	0	-17	-27	0.0	8	0.1	-3	-3
23	CCc1ccc(N2CC(C(=O)Nc3nc4ccc(S(C)(=O)=O)cc4s3)CC2=O)cc1 (stereo unspecified)	-4	-1	15	-11	-0.5	-2	-0.1	-3	3
24	Cc1nc2cc(NC(=O)Nc3nccs3)ccc2n1C	-1	-2	-5	3	1.3	4	0.1	-1	6

Rewritten field by field: entries from further up.
[19] CCCCn1c(N)c(N(CC)C(=O)c2cc(C)cc(C)c2)c(=O)[nH]c1=O
  TPT1 inhibitor: 2 | CTSL1 counter: 12 | core dimer inh: -14 | JMJD2C inh: -19 | PP5 primary: -4.8 | proCasp7 act: -6 | Efflux pump inh: -0.2 | PP1 inh: -1 | proCasp3 act: -2

[20] COc1ccc(-c2nc(N3CCCCCC3)sc2C(=O)c2ccccc2)cc1
  TPT1 inhibitor: -2 | CTSL1 counter: 1 | core dimer inh: -60 | JMJD2C inh: -4 | PP5 primary: 2.4 | proCasp7 act: -5 | Efflux pump inh: 0.1 | PP1 inh: 1 | proCasp3 act: -8

[21] CN(c1ccc(C(=O)Nc2ccc(S(=O)(=O)N3CCCC3)cc2)cc1)S(C)(=O)=O
  TPT1 inhibitor: -2 | CTSL1 counter: -1 | core dimer inh: -1 | JMJD2C inh: 1 | PP5 primary: -1.6 | proCasp7 act: 2 | Efflux pump inh: -0.1 | PP1 inh: -3 | proCasp3 act: -4

[22] O=C(NCCCN1CCOCC1)c1cccc(S(=O)(=O)Nc2cc(Cl)ccc2Cl)c1
  TPT1 inhibitor: 2 | CTSL1 counter: 0 | core dimer inh: -17 | JMJD2C inh: -27 | PP5 primary: 0.0 | proCasp7 act: 8 | Efflux pump inh: 0.1 | PP1 inh: -3 | proCasp3 act: -3

New compounds follow:
item	SMILES	TPT1 inhibitor	CTSL1 counter	core dimer inh	JMJD2C inh	PP5 primary	proCasp7 act	Efflux pump inh	PP1 inh	proCasp3 act
25	CSc1nc(C)cc(Oc2ccc(=O)n(C)n2)n1	1	5	-4	-9	0.4	-4	0.1	-2	0
26	O=c1[nH]c2ccccc2c2cn(-c3ccccc3)nc12	-3	0	0	6	1.3	3	-0.1	2	4
27	O=C(NCc1cccs1)C1CCN(S(=O)(=O)c2ccc(Br)s2)CC1	-5	1	9	6	-2.7	6	-0.1	-2	-5
28	CCN1C=CC(=C2C(=O)c3ccccc3C2=O)C=C1	1	5	-2	6	1.2	-2	0.0	2	5
29	O=C(OCc1ccccc1)Oc1cncc(C(=O)O)c1	-1	-6	2	4	0.3	-6	0.0	-5	5
30	Cc1nc2sccn2c(=O)c1S(=O)(=O)Nc1cccc(Cl)c1C	0	1	-4	87	0.4	1	-0.1	0	0
31	CCOC(=O)c1ccc(NC(=O)CSc2nnc(NC(=O)c3ccc(S(=O)(=O)N4CCOCC4)cc3)s2)cc1	-1	2	4	22	-2.4	8	0.0	0	4
32	CN1c2ccccc2C(C)(C)C12CC(c1cccc(S(=O)(=O)N3CCCC3)c1)=NO2 (stereo unspecified)	-1	-1	16	-1	4.0	12	0.4	-1	2
33	C[C@@H]1NC(=O)c2cc([N+](=O)[O-])cc(I)c2OCC[C@@H](C(=O)NC(CC(=O)O)C(N)=O)NC(=O)[C@H](CCC(=O)O)NC1=O (stereo partly specified)	-1	-3	-6	-4	2.9	0	-0.1	2	0
34	CN(C)c1nc(SCC#N)nc(N(C)C)n1	2	0	0	6	2.1	-2	0.0	-1	-11
35	O=C(C1CCCO1)N1CCN(S(=O)(=O)c2ccc(F)cc2)CC1 (stereo unspecified)	-1	4	-1	-6	1.9	3	0.1	-7	0
36	COc1ccc(-n2c(SCC(=O)NCC3CCCO3)nc3n[nH]c(C)c3c2=N)cc1 (stereo unspecified)	1	2	0	-5	2.6	2	0.3	0	-3
37	CC1(C)CC(=O)c2c(oc3ccc(NS(=O)(=O)c4cccc5cccnc45)cc23)C1	-2	-8	15	26	5.0	14	-0.1	-5	-2
38	COCc1ccc(O)c2ncccc12	-4	-4	-1	0	0.8	4	0.0	-5	-6
39	O=C(NC1CCCC1)C(=O)N(Cc1cccnc1)C(C(=O)NCc1ccco1)c1ccccc1F (stereo unspecified)	-2	5	-4	5	1.7	2	-0.2	-1	8
40	Cn1ccnc1SCC(=O)c1cccc(Br)c1	3	0	2	-4	3.3	-6	0.2	0	0
41	CC(=O)OCC(=O)[C@@]1(O)CC[C@H]2[C@@H]3CCC4=CC(=O)C=C[C@]4(C)[C@@]3(Cl)[C@@H](Cl)C[C@@]21C	-5	-16	-3	-31	1.9	-2	0.1	-2	-3
42	COc1ccc(COC(=O)N/N=C(\C)CC(=O)Nc2ccc(Cl)cn2)cc1	-2	3	1	-22	3.9	-3	0.0	4	-2
43	Nc1ccc2c(c1)CC(=O)c1ccccc1S2	0	-3	-2	-13	3.1	6	1.0	0	9
44	CCC(Sc1nc2sc(C(=O)OC)c(C)c2c(=O)n1N)C(=O)NCC1CCCO1 (stereo unspecified)	2	-2	3	4&9	-0.5	10	-0.1	-3	5
45	Cc1ccnc(NS(=O)(=O)c2ccc(NC(=O)C3CCCCC3)cc2)n1	0	-1	-3	6	-1.3	11	-0.1	7	2
46	O=C(Nc1cc(Cl)ccc1O)C1CCCO1 (stereo unspecified)	1	2	-2	2	-1.3	10	-0.2	1	3
47	COC(=O)c1cc(-c2ccc3c(c2)OCO3)nc2ccccc12	-6	0	2	10	2.8	10	-0.1	-2	4
48	CCOc1ccc(-c2[nH]ncc2Oc2cccc(OC)c2)c(O)c1	4	4	-1	10	12*	2	0.1	10	0

Next part; the last three above are carried over.
item	SMILES	TPT1 inhibitor	CTSL1 counter	core dimer inh	JMJD2C inh	PP5 primary	proCasp7 act	Efflux pump inh	PP1 inh	proCasp3 act
46	O=C(Nc1cc(Cl)ccc1O)C1CCCO1 (stereo unspecified)	1	2	-2	2	-1.3	10	-0.2	1	3
47	COC(=O)c1cc(-c2ccc3c(c2)OCO3)nc2ccccc12	-6	0	2	10	2.8	10	-0.1	-2	4
48	CCOc1ccc(-c2[nH]ncc2Oc2cccc(OC)c2)c(O)c1	4	4	-1	10	12*	2	0.1	10	0
49	COCc1cc(C)nc(SCC(=O)Oc2ccccc2)c1C#N	0	-8	10	-2	-0.8	-27	0.4	2	-25
50	Cc1ccc(C(C)C)c(OCCNCc2ccccc2)c1	-1	0	-4	8	3.3	-7	-0.1	4	4
51	O=C(NC1CC1)c1sc2cc(Cl)ccc2c1Cl	3	-1	-1	-5	2.1	9	0.0	-1	9
52	Cc1c(Cc2ccccc2)c(=O)oc2cc(OCC(=O)N3CCC(C(=O)O)CC3)ccc12	-4	0	1	-46	2.4	-3	0.1	-2	3
53	Cc1ccc(NC2=CC(=O)CC(C)(C)C2)cc1F	-2	2	-6	5	0.4	11	-0.3	-1	6
54	CSc1ccccc1NC(=O)Cn1ccsc1=N	-6	-2	0	-1	1.1	-5	-0.1	-2	-5
55	CC(C1CC1)N(C(=O)c1ccccc1O)c1ccccc1 (stereo unspecified)	-4	4	-2	-2	3.0	-1	-0.1	1	13
56	Nc1c2c(nc3ccccc13)CSCC2	-5	0	1	-9	1.9	2	0.0	-3	0
57	Cc1cccc(-n2c(SCC(=O)N(C)C3CCS(=O)(=O)C3)nc3ccccc3c2=O)c1C (stereo unspecified)	0	3	-3	-17	-2.0	9	0.1	-3	12
58	CSC1=N/C(=C/c2cccnc2)C(=O)N1Cc1ccccc1	2	0	-1	-6	0.6	-3	0.1	0	-15

Compounds were not picked by outcome (roughly 2.9% active in at least one column).
